Compound activity from PubChem BioAssay.
Cycloheximide cs: Cycloheximide Counterscreen for Small Molecule Inhibitors of Shiga Toxin; cell reporter, cycloheximide protein synthesis inhibition counterscreen; max response, %; 300,000 tested, 12% active; in the data active means max response mostly above about 13%, no sharp cut-off; inactive means mostly below about 14%; further: read at 38.3 µM for the half of the compounds with a filed dose; 0% is about no effect
Pf growth 48h: Primary qHTS for delayed death inhibitors of the malarial parasite plastid, 48 hour incubation; P. falciparum luciferase growth in erythrocytes, 48 h; Potency, µM (doses to about 28.7 µM), inactives show at the top dose activity change, negative = inhibition, usual class: inhibitors; 310,000 tested, 5.9% active; AID 504832, 2011; further: potency means the concentration at half of the fitted maximal effect; on the % scale 0 is the no-effect control and ±100 the full control effect
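Erythrocytes infected with P. falciparum carrying an integrated firefly luciferase reporter (2% hematocrit, 0.1% parasitemia final) were exposed to compounds in RPMI 1640 with 0.5% Albumax at 37 C, 5% CO2. Growth inhibition was scored as reduced luminescence.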
Giardia FBPA inh: qHTS Assay for Inhibitors of Fructose-1,6-bisphosphate Aldolase from Giardia Lamblia; 290,000 tested, 0.71% active; AID 2451, 2010; A8B2U2; purified Giardia FBPA; Potency, µM (titrated, usually from 59.6 µM), for inactives: top-dose activity, negative = inhibition, hits mostly inhibitors; further: potency means the concentration at half of the fitted maximal effect; on the % scale 0 is the no-effect control and ±100 the full control effect; nearly all actives have a fitted effect of over 55% in size
Target sequence (A8B2U2 whole entry, looked up): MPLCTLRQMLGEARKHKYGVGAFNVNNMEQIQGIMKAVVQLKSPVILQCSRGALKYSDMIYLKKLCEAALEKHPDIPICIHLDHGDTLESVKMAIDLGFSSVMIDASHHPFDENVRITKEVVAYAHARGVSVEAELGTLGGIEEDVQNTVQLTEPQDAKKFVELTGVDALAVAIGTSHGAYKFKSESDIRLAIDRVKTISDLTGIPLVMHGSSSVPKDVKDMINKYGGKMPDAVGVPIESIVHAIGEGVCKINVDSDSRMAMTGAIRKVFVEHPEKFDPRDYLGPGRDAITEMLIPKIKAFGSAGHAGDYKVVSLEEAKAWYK
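Giardia FBPA (40 nM reagent) was preincubated 10 min at RT with compound (up to 57.5 uM final), then substrate plus GAPDH/TPI/NAD/arsenate coupling system with diaphorase/resazurin was added; resorufin fluorescence (525/598 nm) was read after 20 min.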
Shiga toxin inh: A qHTS for Small Molecule Inhibitors of Shiga Toxin; Vero cells, Shiga toxin protein synthesis inhibition reporter; inhibition, % at 38.7 µM; 290,000 tested, 9.2% active; in the data active means inhibition mostly above about 28%, no sharp cut-off; inactive means mostly below about 43%; further: 0% is about no effect
Pf growth 96h: Primary qHTS for delayed death inhibitors of the malarial parasite plastid, 96 hour incubation. Potency, µM (highest dose often 28.7 µM), for inactives: at the top dose activity change, negative = inhibition, usual class: inhibitors. 320,000 tested, 6.9% active. P. falciparum luciferase reporter growth, 96 h; further: potency means the concentration at half of the fitted maximal effect; on the % scale 0 is the no-effect control and ±100 the full control effect
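Erythrocytes infected with luciferase-expressing P. falciparum were dispensed at 2% hematocrit and 0.05% parasitemia (final), then incubated with compounds 96 hours at 37 C in 5% CO2. Luminescence after detection reagent addition reported growth.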
HCV inh: qHTS Assay for Inhibitors of Hepatitis C Virus (HCV) | Huh7.5.1 HCVcc-Cre infection, luciferase reporter, 44 h | Potency, µM (top dose mostly 41.8 µM), for inactives: top-dose activity change, negative = inhibition, most hits filed as inhibitors | 340,000 tested, 3.4% active; further: potency means the concentration at half of the fitted maximal effect; on the % scale 0 is the no-effect control and ±100 the full control effect
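Seed cells (1,000/well) for 4 h; treat with compound and infect with HCVcc-Cre, moi about 0.5. Incubate 44 h, then detect luciferase activity.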
* = called active by the depositor; i = inactive; ? = inconclusive; / = not tested or not shown; & = joins results of further samples; [ ] = remark or other dose. Unless noted, the call rests on the fitted dose curve; in most records, active means well fitted curve in the direction sought with a large enough effect; inconclusive means small, poorly fitted or top-dose-only effect, or another doubt; inactive means no such curve, though single readings can be large; an effect the other way counts as inactive or inconclusive.

SMILES	Cycloheximide cs	Pf growth 48h	Giardia FBPA inh	Shiga toxin inh	Pf growth 96h	HCV inh
COCCCN(C(=O)CSCC(=O)Nc1cccc(C)c1)c1c(N)n(Cc2ccccc2)c(=O)[nH]c1=O	/	-8%	/	/	?	-7%
O=C(c1cc(C2CC2)nn1-c1ccccc1)N1CCN(Cc2ccccc2F)CC1	/	?	/	/	-8%	5%
C/C(=N\O)C(C)Oc1ccc(Cl)cc1 (stereo unspecified)	-1	i	-2%	-4	14%	13%
COC(=O)CSc1nc2ccccc2n1CC(=O)N(C(C)C)C(C)C	-8	-2%	0%	-22	?	?
N=c1c2c(n(Cc3ccc(Br)cc3)c3c1CCC3)CCCC2	-5	0.093µM*	-1%	-1	0.033µM*	?
CCOc1ccccc1NC(=O)c1ccc2c(c1)C(=O)N(CC)C2=O	3	7%	5%	-4	-29%	0%
CCOCCCNS(=O)(=O)c1ccc(OC)c(Cl)c1Cl	2	-18%	0%	-2	?	4%
N#CC1=C(N)Oc2n[nH]c(-c3ccccn3)c2C1c1c(F)cccc1Cl (stereo unspecified)	0	/	-28%	-9	?	?
CCOc1ccc(NC(=O)CN2CCN(CC(=O)Nc3ccc(Cl)c(C(F)(F)F)c3)CC2)cc1	3	/	2%	-10	-19%	?
Cc1cc(NC(=O)CSc2nc3c(c(=O)n2-c2ccc(Br)cc2)SCC3)no1	4	7.4µM*	0%	9	-23%	-19%
COc1ccc(NC(=O)C2CCCCN2CC(=O)OCc2ccccc2)cc1OC (stereo unspecified)	-2	-27%	1%	-13	30%	8%
O=C(Nc1nccs1)C1CC(=O)N(c2ccccc2)C1 (stereo unspecified)	-5	17%	4%	2	-14%	0%
COCCNS(=O)(=O)c1ccc(F)c(OC)c1	-1	0%	5%	-26	/	10%
CC(C)(C)C(=O)NC(NC(=S)Nc1sc2c(c1C#N)CCCC2)C(Cl)(Cl)Cl (stereo unspecified)	-3	21%	/	17	?	?
O=C(NCc1ccco1)C1CCCN1C(=O)Nc1ccc(Br)cc1 (stereo unspecified)	-4	-2%	2%	-6	-29%	-29%
COc1ccc(NC(=S)N2CCC(NC(=O)c3cccc(C)c3)CC2)cc1	-6	11%	/	15	1%	0%
COc1ccccc1N1CC(O)=C(c2nc3ccccc3s2)C1=N	19*	2%	?	31*	13%	11µM*
CCSc1nnc(NC(=O)c2ccc(C)cc2)s1	32*	/	?	71*	347%[activator]	14%
COc1ccc(CN(C)C(=O)C(Cc2ccccc2)NC(=O)c2ccccc2)cc1F (stereo unspecified)	/	?	/	/	?	?
OC(CN1CCCCC1)CN1CCCCC1	1	10%	-1%	29	40%[activator]	8%
C/C=C(\C)CN1CCN(c2ccc(C)cc2)CC1	-2	/	?	-18	?	-4%
CSc1nc(C)c2c(n1)N(c1ccc(C(C)C)cc1)CC2	-3	4%	1%	-7	90%[activator]	?
O=C(CCCN=C1NS(=O)(=O)c2ccccc21)OCC(=O)N1CCc2ccccc21	-2	-3%	-1%	-6	54%[activator]	-5%
COc1cc2cc(CN(C(=O)NC3CCCCC3)C3CCCC3)c(=O)[nH]c2cc1OC	2	12µM*	3%	-13	?	16%
COC(=O)[C@@H](NC(=O)Nc1ccccc1F)C(C)C	-5	11%	1%	-14	/	-7%
Cn1c(SCc2ccccn2)nnc1-c1ccccc1	36*	13%	-2%	103*	-9%	24%
CCSc1nc2c(c(=O)[nH]1)C(c1ccncc1)C(C(=O)OC)=C(C)N2 (stereo unspecified)	-3	12%	-10%	20	?	8%
Cc1cccc(NC(=O)CN2C(=O)N/C(=C\c3cccn3-c3cccc(C(=O)O)c3)C2=O)c1	6	9%	6%	13	?	?
Cc1ccc(-c2noc(CN(C(=O)CCN3C(=O)c4ccccc4C3=O)C(C)C)n2)cc1	-2	-4%	-3%	-4	/	-11%
COc1ccc(OC)c(C(=O)c2ccc(C(=O)Nc3cccc4ccccc34)cc2)c1	-2	?	-4%	-5	10%	?

A section from further up, as a working copy:
SMILES	Cycloheximide cs	Pf growth 48h	Giardia FBPA inh	Shiga toxin inh	Pf growth 96h	HCV inh
Cc1cccc(NC(=O)CN2C(=O)N/C(=C\c3cccn3-c3cccc(C(=O)O)c3)C2=O)c1	6	9%	6%	13	?	?
Cc1ccc(-c2noc(CN(C(=O)CCN3C(=O)c4ccccc4C3=O)C(C)C)n2)cc1	-2	-4%	-3%	-4	/	-11%
COc1ccc(OC)c(C(=O)c2ccc(C(=O)Nc3cccc4ccccc34)cc2)c1	-2	?	-4%	-5	10%	?

Continued:
SMILES	Cycloheximide cs	Pf growth 48h	Giardia FBPA inh	Shiga toxin inh	Pf growth 96h	HCV inh
CC(OC(=O)c1nn(C)c(=O)c2ccccc12)C(=O)NCc1ccc2c(c1)OCO2 (stereo unspecified)	-2	9%	-2%	-3	-6%	16%
Cc1cccc(-c2nnn(C/C(N)=N/O)n2)c1	-3	?	0%	-9	-22%	-11%
O=C(CP(=O)(c1ccccc1)c1ccccc1)N1CCCCC1	-2	21%	6%	13	74%[activator]	10%
Cc1ccc(OCC(=O)Nc2ccc(S(=O)(=O)N(C)C3CCN(C)CC3)cc2)c(C)c1	-2	12µM*	/	-6	?	?
Cc1oc2cc3oc(=O)ccc3cc2c1C	26*	71%[activator]	-1%	41*	75%[activator]	-12%
COc1ccccc1C(=O)NNC(=O)C(=O)NC1CCCCC1	-6	4%	-16%	-7	1%	4%
Nc1c2c(nc3sc4c(c13)CCCC4)-c1ccccc1CC2	50*	-27%	-11%	97*	i	?
N#CCC(=O)Nc1ccc(C(=O)NCC2(N3CCOCC3)CCCCC2)cc1	/	12µM*	/	/	10µM*	4%
O=C(Cc1csc(-c2ccc(Cl)cc2)n1)Nc1cccc(S(=O)(=O)NC2=NCCC2)c1	/	?	/	/	-11%	?
C(=C\c1ccccc1)/C=N/Nc1nc(N2CCCCC2)nc(N2CCCCC2)n1	-1	59%[activator]	7%	22	?	-1%
COC(=O)c1cc(Br)ccc1NC(=O)CSCc1c(C)noc1C	/	?	/	/	?	?
COc1ccc(CNS(=O)(=O)c2ccc3c(c2)NC(=O)CS3)cc1	7	27%	-1%	10	?	-21%
Cc1cc(C(=O)Nc2nnc(C3CCCCC3)s2)cs1	38*	109%[activator]	-2%	63	0%	0%
O=C(CCc1nnc2ccc(NCc3ccco3)nn12)N1CCCCC1	-2	-1%	/	-14	-28%	17%
Cc1cc(Cl)ccc1C(=O)C1CCCN(C(=O)CCN2CCCO2)C1 (stereo unspecified)	-3	36%[activator]	4%	10	-12%	-4%
O=S(=O)(NC1CCCCC1Nc1ccccc1)c1ccccc1 (stereo unspecified)	-4	-7%	0%	-14	-82%	-4%
CCCC1OC2CC3C4CCC5=CC(=O)C=CC5(C)C4C(O)CC3(C)C2(C(=O)CO)O1 (stereo unspecified)	-2	/	3%	-3	/	/
CCn1c(=O)cc(OCC(=O)NC2CCCCC2)c2ccccc21	9	-25%	2%	63	?	3%
Cc1ccc(CNC(=O)c2ccc(N3CCCC3=O)cc2)cc1	20	26%	1%	54	18%	-11%
Cc1nn2c(Nc3ccc(F)cc3)c3c(nc2c1-c1ccccc1)CCC3	-2	?	6%	22	?	20%
CC(C)N1CC(COc2ccc(Cl)cc2Cl)OC1=O (stereo unspecified)	16	2%	4%	35	20%	-30%
COc1ccc(/C=N/n2c(C)nnc2C)c(OC)c1	3	14%	3%	-9	33%[activator]	20%
CN(CCOc1ccccc1)C(=O)CNC(=O)c1ccc(C(C)(C)C)cc1	/	?	/	/	?	-14%
Cc1cc(/C=C2/NC(=O)NC2=O)c(C)n1-c1ccncc1	-2	-1%	-7%	16	-2%	-2%
COc1ccnc(Oc2ccccc2)c1C(=O)N/C=N/OCc1ccccc1	-3	8%	0%	15	-2%	-4%
O=C(Nc1cccc(Cl)c1)c1ccc(=O)[nH]n1	2	/	5%	22	42%[activator]	10%
CCOC(=O)C1=C(N)Oc2ccc3ccccc3c2C1c1cccnc1 (stereo unspecified)	-4	?	0%	10	9.3µM*	7%
CCn1c(O)c(C=NCc2cccs2)c(=O)[nH]c1=O	-1	4%	0%	-2	-23%	12%
COC(=O)c1ccc(C(=O)N(C)C2CCCN(Cc3ccccc3F)C2)cc1 (stereo unspecified)	-2	-13%	1%	-7	0%	1%
O=C(Cc1ccsc1)N1CCN(S(=O)(=O)c2cc(C(F)(F)F)cc(C(F)(F)F)c2)CC1	-2	-4%	-4%	-17	-43%	-2%
COc1ccccc1N1CCN(C(=O)c2cc(C)on2)CC1	-4	39%[activator]	/	3	36%[activator]	-1%
O=S(=O)(Nc1nc2ccccc2nc1Nc1ccc(N2CCOCC2)cc1)c1cc(Cl)ccc1Cl	1	-4%	3%	5	17%	?
Cc1ccc2cc(-c3noc(C4CCCO4)n3)c(=O)[nH]c2c1 (stereo unspecified)	17*	/	0%	56	?	16%
O=C(NC1CCCC1)C(c1ccco1)N(Cc1ccccc1)C(=O)c1csnn1 (stereo unspecified)	-2	?	6%	-10	?	0%&0%
Cc1cc(C)c(NC(=O)/C=C\C(=O)O)c(Cl)c1	-2	17%	15%	3	15%	13%
Cc1csc(=O)n1CC(=O)OCC(=O)NCc1ccc(F)cc1	/	49%[activator]	/	/	26%	6%
CCc1cc2c(N3CCN(C(=O)c4ccco4)CC3)ncnc2s1	-1	-1%	0%	-9	-1%	?
CCc1nc2ccccc2c(=O)n1-c1cccc(OC)c1	-1	48%	-5%	14	-18%	18%
COc1ccc(C2C(C(=O)N3CCN(C)CC3)c3cc(OC)c(OC)cc3C(=O)N2C)cc1 (stereo unspecified)	6	2%	2%	-6	0%	18%
Cc1cc(C)nc(NC(=S)Nc2ccc(F)cc2F)c1	2	1%	6%	-14	10%	-2%
NC(=O)c1ccccc1NS(=O)(=O)c1ccc(F)cc1	1	26%	11%	-21	-17%	0%
COc1ccc(C(CCNC(C)c2ccccc2)c2ccc(F)cc2)cc1 (stereo unspecified)	-8	?	0%	-19	?	?
CCCCNC(=O)CCC(=O)NNc1nc2ccccc2c2nc(-c3ccccc3)nn12	3	1%	1%	37	0%	24%
CCOC(=O)c1c(CC(C)C)csc1NC(=O)COC(=O)C1=NNC(=O)CC1	/	1%	/	/	?	?
Cc1cccc(C)c1NC(=O)CN(C)C(=O)CN1C(=O)NC(C)(C)C1=O	/	-2%	/	/	1%	15%

Next section, starting with the last four of the part before.
SMILES	Cycloheximide cs	Pf growth 48h	Giardia FBPA inh	Shiga toxin inh	Pf growth 96h	HCV inh
COc1ccc(C(CCNC(C)c2ccccc2)c2ccc(F)cc2)cc1 (stereo unspecified)	-8	?	0%	-19	?	?
CCCCNC(=O)CCC(=O)NNc1nc2ccccc2c2nc(-c3ccccc3)nn12	3	1%	1%	37	0%	24%
CCOC(=O)c1c(CC(C)C)csc1NC(=O)COC(=O)C1=NNC(=O)CC1	/	1%	/	/	?	?
Cc1cccc(C)c1NC(=O)CN(C)C(=O)CN1C(=O)NC(C)(C)C1=O	/	-2%	/	/	1%	15%
Cc1ccc(-n2c(SCC(=O)Nc3cccc(S(N)(=O)=O)c3)nc3ccccc32)cc1	-2	-13%	-11%	-12	-16%	?
O=C(Cc1ccccc1)Nc1ccc(N2CCN(Cc3ccccc3F)CC2)cc1	-1	/	2%	-7	-21%	-2%
CCC(=O)NC(=S)Nc1ccc(NC(=S)NC(=O)c2ccccc2)cc1	2	0%	0%	15	-8%	-15%
CCN(CC)CCNC(=O)CNC(=S)N(CCCN1CCOCC1)Cc1cccs1	-2	0%	1%	-16	1.7µM*	?
Cc1ccc2nc(N3CCC(C(=O)O)CC3)nc(-c3ccccc3)c2c1	-7	12%	8%	-9	15%	10%
COc1cc(OC)cc(C(=O)N2CCN(C(=O)c3cccc(F)c3)CC2)c1	2	-4%	7%	-9	-1%	12%
